Bioassay records as filed in PubChem BioAssay.
TcdB inh: TcdB glycohydrolase inhibitors, primary screen, biochemical, single point, plate reader | TcdB glycohydrolase enzymatic assay | inhibition, % at 9.99 µM | 350,000 tested, 0.24% active | AID 652162, 2013; in the data active = inhibition above about 10%
Target sequence (P18177 whole entry, looked up): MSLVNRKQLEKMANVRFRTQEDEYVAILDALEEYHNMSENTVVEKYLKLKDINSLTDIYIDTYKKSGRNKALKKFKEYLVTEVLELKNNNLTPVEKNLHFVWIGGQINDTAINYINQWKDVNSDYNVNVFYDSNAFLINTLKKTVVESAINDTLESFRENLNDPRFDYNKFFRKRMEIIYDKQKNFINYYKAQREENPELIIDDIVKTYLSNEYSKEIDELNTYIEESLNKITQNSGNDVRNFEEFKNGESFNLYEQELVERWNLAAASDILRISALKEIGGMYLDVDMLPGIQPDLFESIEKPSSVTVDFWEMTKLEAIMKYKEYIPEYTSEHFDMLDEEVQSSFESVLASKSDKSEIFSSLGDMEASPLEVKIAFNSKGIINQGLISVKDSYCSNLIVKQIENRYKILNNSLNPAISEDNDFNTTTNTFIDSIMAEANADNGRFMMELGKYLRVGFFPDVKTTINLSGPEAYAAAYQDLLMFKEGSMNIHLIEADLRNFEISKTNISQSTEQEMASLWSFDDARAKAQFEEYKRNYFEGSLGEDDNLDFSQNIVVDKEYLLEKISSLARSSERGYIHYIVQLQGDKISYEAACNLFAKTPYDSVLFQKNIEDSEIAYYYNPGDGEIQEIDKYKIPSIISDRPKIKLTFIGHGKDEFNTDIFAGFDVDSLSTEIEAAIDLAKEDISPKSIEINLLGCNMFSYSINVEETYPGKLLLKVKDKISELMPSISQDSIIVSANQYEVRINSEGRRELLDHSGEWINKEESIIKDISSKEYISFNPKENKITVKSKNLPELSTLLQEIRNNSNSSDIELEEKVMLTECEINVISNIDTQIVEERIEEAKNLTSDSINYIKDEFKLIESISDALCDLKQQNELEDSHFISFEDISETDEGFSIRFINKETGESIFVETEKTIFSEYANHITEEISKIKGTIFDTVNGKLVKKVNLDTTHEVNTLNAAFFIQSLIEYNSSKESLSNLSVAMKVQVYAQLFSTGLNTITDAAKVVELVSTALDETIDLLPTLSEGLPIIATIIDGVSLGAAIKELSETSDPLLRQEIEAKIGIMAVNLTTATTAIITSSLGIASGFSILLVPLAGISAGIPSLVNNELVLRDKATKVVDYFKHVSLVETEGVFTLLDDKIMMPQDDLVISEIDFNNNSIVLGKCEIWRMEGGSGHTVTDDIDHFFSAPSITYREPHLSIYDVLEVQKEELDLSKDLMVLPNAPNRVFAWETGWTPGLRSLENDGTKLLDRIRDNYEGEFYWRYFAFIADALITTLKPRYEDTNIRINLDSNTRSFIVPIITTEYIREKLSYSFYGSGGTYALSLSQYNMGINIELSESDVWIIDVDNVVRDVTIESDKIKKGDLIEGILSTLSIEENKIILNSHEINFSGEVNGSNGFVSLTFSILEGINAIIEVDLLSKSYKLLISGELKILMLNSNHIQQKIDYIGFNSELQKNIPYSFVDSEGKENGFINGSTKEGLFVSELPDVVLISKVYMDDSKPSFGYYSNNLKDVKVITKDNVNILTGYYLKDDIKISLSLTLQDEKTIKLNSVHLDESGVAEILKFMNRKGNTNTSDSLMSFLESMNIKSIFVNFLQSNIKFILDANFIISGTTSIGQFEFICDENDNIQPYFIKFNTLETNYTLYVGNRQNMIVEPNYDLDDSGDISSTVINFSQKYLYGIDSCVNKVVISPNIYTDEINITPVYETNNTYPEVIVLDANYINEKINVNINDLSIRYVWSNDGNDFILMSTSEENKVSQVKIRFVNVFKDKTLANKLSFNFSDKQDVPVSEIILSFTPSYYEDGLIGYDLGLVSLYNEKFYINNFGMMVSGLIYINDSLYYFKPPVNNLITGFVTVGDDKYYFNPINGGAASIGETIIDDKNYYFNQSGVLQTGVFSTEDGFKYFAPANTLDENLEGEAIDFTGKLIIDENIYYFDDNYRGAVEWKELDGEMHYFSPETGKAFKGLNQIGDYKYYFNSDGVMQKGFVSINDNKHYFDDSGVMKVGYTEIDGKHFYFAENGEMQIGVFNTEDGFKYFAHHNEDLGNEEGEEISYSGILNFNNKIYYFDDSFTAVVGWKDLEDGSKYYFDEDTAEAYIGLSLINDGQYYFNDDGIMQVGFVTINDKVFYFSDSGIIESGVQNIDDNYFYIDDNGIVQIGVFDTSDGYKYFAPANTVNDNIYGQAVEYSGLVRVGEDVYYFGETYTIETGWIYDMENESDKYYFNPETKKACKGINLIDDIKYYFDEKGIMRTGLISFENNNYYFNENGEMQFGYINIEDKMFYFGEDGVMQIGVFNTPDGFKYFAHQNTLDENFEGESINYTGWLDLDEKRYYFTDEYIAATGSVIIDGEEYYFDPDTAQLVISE
An asterisk follows results filed as active; & = joins results of further samples. An excerpt, so the mix of outcomes need not match the whole.

cpd | SMILES | TcdB inh
1 | CCCNC(=O)[C@H]1[C@H](CO)[C@H]2Cn3c(ccc(-c4cccnc4)c3=O)[C@H]2N1Cc1cocn1 | 0.1
2 | CCC(=O)N1C[C@@H](C)[C@@H](OC)CN(C)C(=O)c2ccc(NC(=O)c3cnccn3)cc2OC[C@@H]1C | 0.3
3 | CC=Cc1ccc2n(c1=O)C[C@@H]1[C@@H](CO)[C@H](C(=O)N(C)C)N(CCC(F)(F)F)[C@H]21 (mixture of isomers) | 0.8
4 | CCCNC(=O)C[C@@H]1C[C@H]2c3cc(NS(C)(=O)=O)ccc3O[C@H]2[C@H](CO)O1 | -1.3
5 | CS(=O)(=O)N1[C@H](C(=O)NC2CCC2)[C@@H](CO)[C@@H]2Cn3c(ccc(-c4cccc(F)c4)c3=O)[C@@H]21 | -0.5
6 | COc1cccc(S(=O)(=O)Nc2ccc3c(c2)[C@@H]2C[C@H](CC(=O)NCc4ccc(Cl)cc4)O[C@@H](CO)[C@@H]2O3)c1 | 1.9
7 | CS(=O)(=O)Nc1ccc2c(c1)[C@H]1C[C@H](CC(=O)NCc3ccncc3)O[C@@H](CO)[C@H]1O2 | -4.4
8 | Cc1cc(C(=O)Nc2ccc3c(c2)C(=O)N(C)[C@@H]2CC[C@H](CC(=O)NC4CCCC4)O[C@@H]2CO3)no1 | 0.1
9 | COc1ccccc1-c1ccc2c(c1)[C@H]1[C@H](CCN1C(=O)C1CCCCC1)[C@@H](CO)N2 | 1.4
10 | CCCC(=O)Nc1ccc2c(c1)OC[C@H](C)N(C(C)=O)C[C@H](C)[C@@H](OC)CN(C)C2=O | -0.3

Next part
cpd | SMILES | TcdB inh
11 | O=C(NCC[C@@H]1CC[C@H](NC(=O)C2CCC2)[C@H](CO)O1)c1cc(Cl)cc(Cl)c1 | -0.8
12 | O=C(C[C@H]1CC[C@H]2[C@@H](COC[C@@H](O)CN2C(=O)c2ccncc2)O1)NCc1cc(F)cc(F)c1 | -1.2
13 | C[C@H]1CN([C@@H](C)CO)C(=O)c2cc(NS(=O)(=O)c3cn(C)cn3)ccc2O[C@@H]1CN(C)S(=O)(=O)c1ccccc1 | 1.6
14 | Cc1ccc(S(=O)(=O)N2C[C@H](O)COC[C@H]3O[C@@H](CC(=O)NCc4ccc5c(c4)OCO5)CC[C@@H]32)cc1 | 0.3
15 | O=C(C[C@H]1CC[C@@H](NS(=O)(=O)c2ccc(F)cc2)[C@@H](CO)O1)NC1CCCCC1 | 0.1
16 | C[C@H](CO)N1C[C@H](C)[C@@H](CN(C)C(=O)Nc2cccc3ccccc23)Oc2ccc(NS(=O)(=O)c3ccc(Cl)cc3)cc2CC1=O | -0.1
17 | COc1ccc(S(=O)(=O)N(C)C[C@H]2Oc3c(NC(=O)CCCCCC(=O)Nc4ccccc4N)cccc3C(=O)N([C@H](C)CO)C[C@H]2C)cc1 | 1.5
18 | O=C(CC1CC1)N1[C@@H](CO)[C@@H](c2ccccc2)C12CN(Cc1ccccc1)C2 | 0.6
19 | COc1ccc2c3c([nH]c2c1)[C@H](CO)NCC31CN(C(=O)Nc2c(C)noc2C)C1 | -1.1
20 | CC(C)NC(=O)N(C)C[C@@H]1Oc2c(NC(=O)C3CCOCC3)cccc2C(=O)N([C@H](C)CO)C[C@H]1C | -0.5

New compounds follow.
cpd | SMILES | TcdB inh
21 | COc1cccc(S(=O)(=O)N[C@@H]2C=C[C@H](CC(=O)NC3Cc4ccccc4C3)O[C@@H]2CO)c1 | 0.5
22 | COc1ccc(CNC(=O)C[C@H]2C[C@@H]3c4cc(NC(=O)NC5CCCC5)ccc4O[C@@H]3[C@@H](CO)O2)cc1 | 0.1
23 | CC(C)c1cn(CC[C@H]2CC[C@@H](NS(=O)(=O)Cc3ccccc3)[C@H](CO)O2)nn1 | -1.7
24 | C[C@@H]1CN([C@@H](C)CO)C(=O)c2cc(NC(=O)CCCCCC(=O)Nc3ccccc3N)ccc2O[C@@H]1CN(C)Cc1ccncc1 | -0.1
25 | COc1ccc(S(=O)(=O)Nc2ccc3c(c2)C(=O)N([C@@H](C)CO)C[C@H](C)[C@@H](CN(C)C(=O)CCC(F)(F)F)OCCCC[C@H](C)O3)cc1 | 0.6
26 | C[C@@H]1CN([C@@H](C)CO)C(=O)Cc2cc(NC(=O)Nc3ccccc3)ccc2O[C@@H]1CN(C)C(=O)Nc1cccc2ccccc12 | 1.8
27 | Cc1ccc(S(=O)(=O)N[C@H]2CC[C@H](CCNC(=O)C3CC3)O[C@@H]2CO)cc1 | -12
28 | COc1ccc(-c2ccc3c(c2)O[C@H](CN(C)C(=O)Nc2ccccc2F)[C@H](C)CN([C@@H](C)CO)S3(=O)=O)cc1 | 0.0
29 | O=C(NCC[C@H]1CC[C@H](NC(=O)C2CCC2)[C@H](CO)O1)c1cnccn1 | -9.2
30 | C[C@@H]1CN([C@H](C)CO)C(=O)c2cccc(NC(=O)Nc3ccccc3)c2O[C@H]1CN(C)C(=O)Nc1cccc2ccccc12 | 0.7

New compounds follow
cpd | SMILES | TcdB inh
31 | C[C@@H]1CN([C@@H](C)CO)C(=O)c2cccc(NS(=O)(=O)c3ccc(F)cc3)c2O[C@H]1CN(C)C(=O)Nc1ccccc1 | 0.3
32 | C/C=C/c1ccc([C@@H]2[C@H](CO)N(Cc3cccc(F)c3)C23CN(C(=O)CC)C3)cc1 | 0.6
33 | c1ccc(-c2ccc(C3[C@H]4CNC[C@@H]3N4Cc3nccs3)cc2)cc1 (some centres undefined) | -1.5&1.4
34 | COc1ccc(CNC(=O)C[C@@H]2CC[C@@H](NC(=O)Nc3ccc4c(c3)OCO4)[C@@H](CO)O2)cc1 | 0.0
35 | COc1ccc(CN(C)C[C@H]2OCCCC[C@H](C)Oc3ccc(NS(=O)(=O)c4ccc(C)cc4)cc3C(=O)N([C@@H](C)CO)C[C@@H]2C)cc1 | 0.6
36 | CNC[C@H]1Oc2ccc(NC(=O)Nc3ccc(C(F)(F)F)cc3)cc2C(=O)N([C@H](C)CO)C[C@@H]1C | -4.5
37 | CN1CCN(C(=O)C[C@H]2C[C@@H]3c4cc(NC(=O)c5ccc6c(c5)OCO6)ccc4O[C@@H]3[C@H](CO)O2)CC1 | 0.2
38 | COc1ccc2c3c(n(C)c2c1)[C@H](CO)N(C(C)=O)CC31CN(S(=O)(=O)c2ccccc2)C1 | 1.6
39 | CC(C)C#Cc1ccc([C@@H]2[C@@H](C#N)N(C(=O)c3cccc(F)c3)[C@@H]2CO)cc1 | 0.5
40 | O=C(Nc1ccccc1F)N1CCCCN2[C@H](CO)[C@@H](c3ccc(-c4cccnc4)cc3)[C@H]2C1 | -0.3

Going on with the list:
cpd | SMILES | TcdB inh
41 | CNC[C@@H]1Oc2c(NC(=O)C3CCOCC3)cccc2C(=O)N([C@@H](C)CO)C[C@H]1C | 0.4
42 | C[C@@H]1CN([C@H](C)CO)S(=O)(=O)c2ccc(-c3cccnc3)cc2O[C@H]1CN(C)C(=O)CN(C)C | 0.2
43 | COc1cccc(S(=O)(=O)N(C)C[C@@H]2Oc3ncc(C#CC(C)C)cc3C(=O)N([C@H](C)CO)C[C@@H]2C)c1 | 1.3
44 | C/C=C/c1ccc([C@@H]2[C@H](CO)N(CCC(F)(F)F)C23CN(C(=O)CC)C3)cc1 | 1.6
45 | C[C@H](CO)N1C[C@H](C)[C@H](CN(C)C(=O)C2CCCCC2)Oc2ncc(C#Cc3ccccc3F)cc2C1=O | 1.4
46 | COc1ccc(S(=O)(=O)Nc2ccc3c(c2)C(=O)N([C@@H](C)CO)C[C@H](C)[C@@H](CN(C)C(=O)Nc2ccc(C(F)(F)F)cc2)OCCCC[C@@H](C)O3)cc1 | 0.8
47 | CCCNC(=O)N(C)C[C@@H]1Oc2ncc(-c3ccc(C(=O)N(C)C)cc3)cc2C(=O)N([C@H](C)CO)C[C@H]1C | -3.5
48 | CN(C)CC(=O)Nc1ccc2c(c1)[C@H]1C[C@H](CC(=O)NCc3ccc(Cl)cc3)O[C@H](CO)[C@H]1O2 | 0.8
49 | C[C@@H]1CN([C@H](C)CO)C(=O)c2cccc(NC(=O)c3cnccn3)c2O[C@@H]1CN(C)C(=O)Nc1ccc2c(c1)OCO2 | -0.3
50 | CCCNC(=O)N1CC(=O)N2[C@H](CO)[C@H](c3ccc(-c4cccc(C)c4)cc3)[C@@H]2C1 | -0.7

Further records follow.
cpd | SMILES | TcdB inh
51 | CCS(=O)(=O)N[C@@H]1CC[C@H](CC(=O)NC2Cc3ccccc3C2)O[C@H]1CO | -4.3
52 | C[C@@H]1CN([C@@H](C)CO)C(=O)c2cc(NC(=O)Nc3ccc(C(F)(F)F)cc3)ccc2O[C@@H](C)CCCCO[C@@H]1CN(C)Cc1ccccc1 | 0.1
53 | CN1C(=O)c2cc(NC(=O)c3ccccc3)ccc2OC[C@H]2O[C@@H](CC(=O)NC3CCCC3)CC[C@H]21 | 2.4
54 | CCCc1cn(CC[C@@H]2CC[C@H](NC(=O)Nc3ccccc3F)[C@@H](CO)O2)nn1 | 0.8
55 | C[C@@H]1CN([C@H](C)CO)C(=O)Cc2cc(NS(=O)(=O)c3ccc(Cl)cc3)ccc2O[C@@H]1CN(C)S(=O)(=O)c1ccc(F)cc1 | 0.3
56 | C[C@@H]1CN([C@H](C)CO)C(=O)Cc2cc(NC(=O)Nc3ccc(F)cc3)ccc2O[C@H]1CN(C)S(=O)(=O)c1ccc(Cl)cc1 | 0.1
57 | CN(C)C(=O)[C@H]1[C@H](CO)[C@H]2Cn3c(ccc(C4=CCCCC4)c3=O)[C@H]2N1CC1CC1 | 0.0
58 | C[C@@H]1CN([C@@H](C)CO)C(=O)c2cc(C#CC3CCCCC3)cnc2O[C@H]1CN(C)C(=O)c1ccncc1 | 1.3
59 | CC(C)NC(=O)N(C)C[C@@H]1Oc2ncc(-c3cncnc3)cc2C(=O)N([C@H](C)CO)C[C@@H]1C | -8.2
60 | Cc1noc(C)c1NC(=O)Nc1ccc2c(c1)CC(=O)N([C@@H](C)CO)C[C@@H](C)[C@@H](CN(C)C(=O)NC1CCCCC1)O2 | 2.6

Later entries
cpd | SMILES | TcdB inh
61 | CN1C(=O)c2cc(NC(=O)c3cccc(F)c3)ccc2OC[C@@H]2O[C@@H](CC(=O)Nc3ccccc3)CC[C@@H]21 | 0.4
62 | Cc1ccccc1S(=O)(=O)N1CCCCN2[C@H](CO)[C@H](c3ccc(-c4cccnc4)cc3)[C@H]2C1 | 0.1
63 | COc1ccccc1-c1ccc2n(c1=O)C[C@H]1[C@H](CO)[C@@H](C(=O)N3CCN(C)CC3)[C@@H]2N1CC1CC1 | -0.5
64 | CN1C(=O)c2cc(NC(=O)NC3CCCC3)ccc2OC[C@H]2O[C@@H](CC(=O)NCC3CC3)CC[C@H]21 | 4.2
65 | COc1ccc(S(=O)(=O)Nc2ccc3c(c2)C(=O)N([C@@H](C)CO)C[C@H](C)[C@@H](CN(C)S(C)(=O)=O)O3)cc1 | 0.2
66 | C[C@@H]1CN([C@@H](C)CO)S(=O)(=O)c2ccc(/C=C/c3ccccc3)cc2O[C@@H]1CN(C)C(=O)Nc1ccc(F)cc1 | 0.3
67 | CCC(=O)Nc1ccc2c(c1)OC[C@H](C)N(Cc1ccccn1)C[C@H](C)[C@H](OC)CN(C)C2=O | -0.4
68 | CCC(=O)N1[C@H](CO)[C@@H](c2ccccc2)C12CN(Cc1cccnc1)C2 | -2.2
69 | COc1ccc2c3c([nH]c2c1)[C@H](CO)N(C(=O)CC1CC1)CC31CN(Cc2cccnc2)C1 | 0.4
70 | COC(=O)[C@@H]1[C@@H](CO)[C@@H]2Cn3c(ccc(-c4ccccc4F)c3=O)[C@@H]2N1CC1CCCC1 | 0.4

Carrying on:
cpd | SMILES | TcdB inh
71 | COc1cccc(-c2ccc([C@@H]3[C@@H](CO)N(C(C)=O)C34CN(C(C)=O)C4)cc2)c1 | 0.6
72 | CO[C@@H]1CN(C)C(=O)c2ccc(NC(=O)C3CCOCC3)cc2OC[C@H](C)N(CC2CC2)C[C@@H]1C | 0.6
73 | OC[C@@H]1[C@H](c2ccc(/C=C/c3ccccc3)cc2)[C@H]2CN(CCC(F)(F)F)CCCCN12 | 1.1
74 | C[C@@H]1CN([C@@H](C)CO)C(=O)c2cc(NS(=O)(=O)c3cn(C)cn3)ccc2O[C@@H](C)CCCCO[C@H]1CN(C)C(=O)Cc1ccccc1 | 1.1
75 | C[C@@H]1CN([C@H](C)CO)C(=O)Cc2cc(NC(=O)NC3CCCCC3)ccc2O[C@H]1CN(C)C(=O)Nc1cccc2ccccc12 | -1.0
76 | C[C@H]1CN([C@@H](C)CO)C(=O)c2cccc(NS(=O)(=O)c3cccs3)c2O[C@@H]1CN(C)Cc1ccccc1 | 0.5
77 | Cc1ccc(S(=O)(=O)N(C)C[C@H]2OCCCC[C@@H](C)Oc3ccc(NS(=O)(=O)c4ccc(Cl)cc4)cc3C(=O)N([C@@H](C)CO)C[C@@H]2C)cc1 | -1.1
78 | COc1ccc(NC(=O)Nc2ccc3c(c2)C(=O)N([C@@H](C)CO)C[C@H](C)[C@@H](CN(C)Cc2ccc4c(c2)OCO4)OCCCC[C@@H](C)O3)cc1 | 0.3
79 | O=C([C@H]1[C@H](CO)[C@H]2Cn3c(cccc3=O)[C@@H]1N2Cc1cccc(Cl)c1)N1CCOCC1 | -7.5
80 | C/C=C/c1ccc([C@H]2[C@@H](CO)N3CCCCN(S(=O)(=O)c4cccc(C)c4)C[C@H]23)cc1 | 0.8
81 | Cc1noc(C)c1NC(=O)Nc1ccc2c(c1)C(=O)N([C@H](C)CO)C[C@H](C)[C@H](CN(C)S(C)(=O)=O)OCCCC[C@@H](C)O2 | -1.1
